# Integrin act MD = qHTS for Activators of Integrin-Mediated Alleviation for Muscular Dystrophy | alpha7betagal myoblasts, beta-gal FDG fluorescence, 48 h | Potency, µM (titrated, usually from 38.3 µM), inactives show top-dose activation, hits mostly activators | 0.064% of 350,000 active | AID 624291, 2012;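 further: potency means the concentration at half of the fitted maximal effect; 100% = response of the positive control SU9516; nearly all actives have a fitted effect of over 60% in size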
#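 alpha7betagal+/- myoblasts (passage 13, 250/well) treated 48 h at 37C with compounds at 1:260 dilution of DMSO stock. Lysed, then beta-galactosidase activity read as FDG fluorescence (ex 480/em 540) after 30 min, with pre-read for autofluorescence.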
# MBNL1-CUG inh = qHTS Assay for Inhibitors of MBNL1-poly(CUG) RNA binding | Muscleblind-like protein 1 (Homo sapiens), Q9NR56 | 0.036% of 280,000 active | Potency, µM (series often up to 57.5 µM), for the others: at the top dose activity change, negative = inhibition, usual class: inhibitors | TR-FRET MBNL1-His/biotin-(CUG)12 binding, 665/545 ratio; active means well fitted inhibition curve with a large enough effect in the signal ratio, with a control signal flat, not every such curve was filed as active; inconclusive means small, poorly fitted or top-dose-only effect, or effect the other way, or a change in a side signal; inactive means no such curve, though single readings can be large or run the other way; the % refers to the signal ratio; further: potency means the concentration at half of the fitted maximal effect; on the % scale 0 is the no-effect control and ±100 the full control effect
#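 Ratiometric TR-FRET (665 over 545 nm, excitation 340 nm) tracks disruption of MBNL1-His/biotin-(CUG)12 complex after 60 min at room temperature, with compounds at 92 nM to 58 uM final.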
# TSHR antagonist = Antagonists of the Thyroid Stimulating Hormone Receptor: HTS campaign; 0.2% of 330,000 active; TSHR-expressing cells, TSH-stimulated cAMP HTRF, 2 h; stronger effect = lower value; Thyrotropin receptor (Homo sapiens), P16473; activity change, negative = inhibition, % at 11.5 µM; AID 504810, 2011;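 active means activity change below a set negative limit, meaning inhibition stronger than a set level, cut at about -70% in these data; inconclusive means activity change between two set negative limits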; further: on the % scale 0 is the no-effect control and ±100 the full control effect
#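 Cell-based HTRF cAMP assay; TSHR cells + compound, TSH EC80 (4nM final), 2 h, 37 deg C. Lysis with anti-cAMP cryptate and cAMP-d2, 30 min RT, read 665/620 nm.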
# TCR act = Activators of T cell receptors: qHTS campaign | 330,000 tested, under 10 active | Potency, µM (series often up to 9.22 µM), for the others: at the highest dose activation of IL-2 secretion, hits mostly activators | primary human leukocytes, anti-CD3, IL-2 HTRF, 48 h | AID 504894, 2011; further: % of control where 0% means no effect
#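 IL-2 release read by HTRF sandwich (Eu cryptate donor, d2 acceptor, 665 nm emission) after 48 hr exposure of primary human leukocytes to compound together with anti-CD3 beads in the absence of co-stimulatory signals.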
# ASM inhibitor = Inhibitors of Secretory Acid Sphingomyelinase (S-ASM): qHTS; Sphingomyelin phosphodiesterase (Homo sapiens), P17405; placental ASM, HMU-PC fluorogenic substrate, 60 min; Potency, µM (highest dose often 57.5 µM), for the others: at the highest dose activity change, negative = inhibition, most hits filed as inhibitors; 0.006% of 340,000 active; AID 504937, 2011; further: potency means the concentration at half of the fitted maximal effect
#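 Fluorogenic HMU-PC substrate (9 uM final) is turned over by placental ASM in 60 min at 37 C after a 10 min compound preincubation. Reaction ended by alkaline stop (pH 10), with fluorescence read at 386/447 nm.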
# PTAP TSG101 blk = qHTS Assay for Iinhibitors of HIV-1 Budding by Blocking the Interaction of PTAP/TSG101 | 340,000 tested, under 10 active | Tumor susceptibility gene 101 protein (Homo sapiens), Q99816 | AID 493005, 2010 | Potency, µM (top dose mostly 115 µM), for inactives: top-dose activity change, negative = inhibition, actives largely listed as inhibitors | Fluorescence polarization, FITC-PTAP peptide / Tsg101 binding; active means well fitted inhibition curve with a large enough effect in the main read-out, with a control signal flat, not every such curve was filed as active; inconclusive means small, poorly fitted or top-dose-only effect, or effect the other way, or a change in a side signal; inactive means no such curve, though single readings can be large or run the other way; further: potency means the concentration at half of the fitted maximal effect; % of control where 0% means no effect
#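 Fluorescence anisotropy tracks displacement of a FITC-tagged PTAP peptide (50 nM) from the Tsg101 binding domain (10 uM), following a 20 min room-temperature incubation at pH 7.5.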
# Mito fusion yeast = qHTS Assay for Small Molecule Inhibitors of Mitochondrial Division or Activators of Mitochondrial Fusion. S. cerevisiae fusion-defective mutant growth rescue, CellTiterGlo 48 h. AID 485298, 2010. Potency, µM (titrated, usually from 46.1 µM), for inactives: at the highest dose growth rescue (activation), usual class: activators. 0.23% of 320,000 active;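 further: potency means the concentration at half of the fitted maximal effect; % of control where 0% means no effect; nearly all actives have a fitted effect of over 45% in size; temperature-sensitive fusion mutants such as fzo1-1 at 37 °C on non-fermentable ethanol glycerol medium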
#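 Growth-rescue viability read-out: after 48 h at the non-permissive 37C in glycerol/ethanol YPEG, yeast mitochondrial fusion mutants are measured by CellTiterGlo luminescence; compounds (23 nl pinned per well) restoring growth score as division inhibitors or fusion activators.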
# A-T KAP1 phos = qHTS Assay for Identifying a Potential Treatment of Ataxia-Telangiectasia | Potency, µM (doses to about 57.5 µM), for the others: top-dose activation, most hits filed as activators | 0.19% of 320,000 active | […] A-T fibroblasts, KAP-1 phosphorylation AlphaLISA; neocarzinostatin DNA damage 30 min before lysis; further: potency means the concentration at half of the fitted maximal effect; % of control where 0% means no effect; nearly all actives have a fitted effect of over 45% in size
#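 hTERT-immortalized A-T patient fibroblasts ([…]), 500 cells/well in OPTI-MEM, 1% FBS, got compounds for 60 min, then NCS for 30 min at 37C. Lysates were then assayed for phospho-KAP-1 by AlphaLISA (anti-pKAP1 donor, anti-KAP1 acceptor beads), 6 hr at 25C.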
# Menin MLL FP TR = qHTS Assay for Inhibitors Targeting the Menin-MLL Interaction in MLL Related Leukemias: Competition With Texas Red Labeled MLL-derived Mutant Peptide. O00255. Menin + Texas Red MLL mutant peptide, fluorescence polarization. Potency, µM (highest dose often 61.6 µM), for inactives: at the top dose FP activity change, negative = inhibition, actives largely listed as inhibitors. 0.23% of 270,000 active. AID 1768, 2009; active means well fitted inhibition curve with a large enough effect in the polarisation, with a control signal flat, not every such curve was filed as active; inconclusive means small, poorly fitted or top-dose-only effect, or effect the other way, or a change in a side signal; inactive means no such curve, though single readings can be large or run the other way; the % refers to the polarisation; further: potency means the concentration at half of the fitted maximal effect; % of control where 0% means no effect; many of its hits are not listed in these tables
# CXXC DNA block = qHTS Fluorescence Polarization Assay for Inhibitors of MLL CXXC domain - DNA interaction; Potency, µM (titrated, usually from 115 µM), without a hit: at the highest dose activity change, negative = inhibition, hits mostly inhibitors; 0.037% of 290,000 active; MLL-CXXC / FITC-HOXA9 DNA fluorescence polarization; active means well fitted inhibition curve with a large enough effect in the polarisation, with a control signal flat, not every such curve was filed as active; inconclusive means small, poorly fitted or top-dose-only effect, or effect the other way, or a change in a side signal; inactive means no such curve, though single readings can be large or run the other way; the % refers to the polarisation; further: potency means the concentration at half of the fitted maximal effect
#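 Fluorescence polarization: 7 uM MLL-CXXC (stock) preincubated 5 min with compounds, then 50 nM fluorescein-HOX-A9 DNA (stock) added; 30 min ambient. Buffer 50 mM Tris-HCl pH 7.5, 50 mM NaCl, 1 mM DTT, 0.05% BSA.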
# Numbers without * were called inactive; u = inconclusive; x = no result given; [ ] = remark or other dose. Unless noted, the call rests on the fitted dose curve; in most records, active means well fitted curve in the direction sought with a large enough effect; inconclusive means small, poorly fitted or top-dose-only effect, or another doubt; inactive means no such curve, though single readings can be large; an effect the other way counts as inactive or inconclusive. A portion of the library; rates above refer to the full screens.
# Values run as follows: Integrin act MD	MBNL1-CUG inh	TSHR antagonist	TCR act	ASM inhibitor	PTAP TSG101 blk	Mito fusion yeast	A-T KAP1 phos	Menin MLL FP TR	CXXC DNA block
- COc1ccc(S(=O)(=O)NC(C(=O)OCC(=O)Nc2ccc(N3CCOCC3)cc2)C(C)C)cc1 (stereo not drawn)
  25%	x	x	7%	-1%	-6%	x	x	x	x
- COc1ccc2c(CN3CCN(S(=O)(=O)c4cccs4)CC3)cc(=O)oc2c1
  -6%	26%	-24	1%[46.1 µM]	15%	-1%	10%	3%	-4%	4%
- Cc1ccc(/C=N/NC(=O)c2cc3c(ccc4ccccc43)o2)cc1[N+](=O)[O-]
  7%	1%	0	2%	-2%	-5%	0%	-4%	-7%	36%[activator]
- CCc1ccc(NC(=O)C/C(C)=N/NC(=O)OCc2ccc(OC)cc2)cc1
  -11%	1%	16	-2%[46.1 µM]	-3%	-4%	6%	2%	-1%	0%
- CC(=O)Nc1c(O)nc(SCC(=O)Nc2nnc(SCc3ccccc3)s2)[nH]c1=O
  24%	40%[activator]	9	x	5%	-1%	0%	-9%	u	16%
- COc1cc(/C=N/N=C2/NC(=O)C(Cc3ccc(F)cc3)S2)ccc1O (stereo not drawn)
  -38%	-19%	-4	0%	173%[activator]	2%	22%	-2%	u	8%
- Cc1cccc(C)c1OCc1nnc(SCC(=O)NCCc2ccccc2)o1
  3%	-9%	-4	-102%	-2%	-9%	11%	3%	9%	-1%
- O=C(CN1CCC(NC(=O)c2ccccc2F)CC1)Nc1ccc2c(c1)OCO2
  u	4%	-6	5%	0%	-6%	2%	-3%[11.5 µM]	6%	-9%
- CC1(C)CC(=O)c2c(O)cc(OCC(=O)N3CCN(c4ccccc4)CC3)cc2O1
  18%	-1%	-1	-1%	-3%	-1%	9%	10%	-26%	0%
- Cc1cc(C)c(C(=O)COC(=O)Cn2cnnn2)cc1C
  2%	1%	-2	-6%	0%	-3%	4%	-8%	-4%	-4%
- Cc1cccc2cc(/C=N/NC(=O)CN3CCOCC3)c(Cl)nc12
  -12%	-4%	-2	0%	-2%	1%	0%	0%	-8%	-4%
- O=C(N/N=C/c1cccs1)c1cccc(S(=O)(=O)Nc2ccc(Cl)cc2)c1
  -2%	-9%	-1	-5%	-7%	-4%	3%	4%	-3%	-20%
- CN1C=CC=C/C1=C1/SC(=S)N(Cc2ccccc2)C1=O
  0%	x	-8	2%[46.1 µM]	-4%	-6%	10%	x	u	8%
- Cc1ccc(-n2nc(-c3ccco3)cc2C(=O)NCc2cccnc2)cc1
  -1%	0%	-15	1%	0%	-12%	0%	-1%	1%	2%
- Cc1ccccc1C(=O)NNC(=O)c1cccn1C
  -15%	x	x	-7%	2%	-3%	-8%	10%	x	x
- COc1cc(CC(=O)OCC(=O)Nc2ccc([N+](=O)[O-])cc2)cc(OC)c1OC
  7%	u	4	-2%	-2%	-1%	-2%	-3%	3%	11%
- O=C(CCn1c(=O)sc2ccccc21)NC1CCCCC1
  15%	-2%	1	7%	3%	0%	0%	-10%	x	1%
- Cc1cc(C)nc(Nc2n[nH]c(-c3ccc(N)cc3)n2)n1
  19%	-4%	-2	-4%	-1%	-6%	0%	5%	-1%	4%
- COC(=O)C(C)N(C(=O)c1ccc(C(=O)c2ccccc2)cc1)c1c(C)cccc1C (stereo not drawn)
  -7%	2%	-24	2%	-7%	-9%	7%	10%	u	u
- Nc1ccc(-c2nnn(Cc3ccccc3F)n2)cc1
  3%	-4%	31	x	3%	-2%	-3%	6%	6%	0%

# 3 structures from above, arranged by SMILES length, high to low.
# Values run as follows: Integrin act MD	MBNL1-CUG inh	TSHR antagonist	TCR act	ASM inhibitor	PTAP TSG101 blk	Mito fusion yeast	A-T KAP1 phos	Menin MLL FP TR	CXXC DNA block
- Cc1ccc(-n2nc(-c3ccco3)cc2C(=O)NCc2cccnc2)cc1
  -1%	0%	-15	1%	0%	-12%	0%	-1%	1%	2%
- CN1C=CC=C/C1=C1/SC(=S)N(Cc2ccccc2)C1=O
  0%	x	-8	2%[46.1 µM]	-4%	-6%	10%	x	u	8%
- Cc1ccccc1C(=O)NNC(=O)c1cccn1C
  -15%	x	x	-7%	2%	-3%	-8%	10%	x	x

# Returning to the listing, repeating the five entries before the break.
# Values run as follows: Integrin act MD	MBNL1-CUG inh	TSHR antagonist	TCR act	ASM inhibitor	PTAP TSG101 blk	Mito fusion yeast	A-T KAP1 phos	Menin MLL FP TR	CXXC DNA block
- COc1cc(CC(=O)OCC(=O)Nc2ccc([N+](=O)[O-])cc2)cc(OC)c1OC
  7%	u	4	-2%	-2%	-1%	-2%	-3%	3%	11%
- O=C(CCn1c(=O)sc2ccccc21)NC1CCCCC1
  15%	-2%	1	7%	3%	0%	0%	-10%	x	1%
- Cc1cc(C)nc(Nc2n[nH]c(-c3ccc(N)cc3)n2)n1
  19%	-4%	-2	-4%	-1%	-6%	0%	5%	-1%	4%
- COC(=O)C(C)N(C(=O)c1ccc(C(=O)c2ccccc2)cc1)c1c(C)cccc1C (stereo not drawn)
  -7%	2%	-24	2%	-7%	-9%	7%	10%	u	u
- Nc1ccc(-c2nnn(Cc3ccccc3F)n2)cc1
  3%	-4%	31	x	3%	-2%	-3%	6%	6%	0%
- O=C(O)c1ccccc1C(=O)c1ccc2oc(=O)[nH]c2c1
  5%	x	x	-1%	11%	-1%	x	x	x	x
- COc1cccc(CN2CC(C(=O)N(C)Cc3ccnc4ccccc34)CCC2=O)c1 (stereo not drawn)
  -10%	-4%	-8	-4%	0%	-4%	-3%	4%	0%	3%
- CCOC(=O)c1[nH]c2cc(OC)c(OC)cc2c1NC(=O)c1ccc2c(c1)OCO2
  5%	-5%	-75*	0%	18%	-2%	2%	5%	u	11%
- CCN(CC)c1c([N+](=O)[O-])ncn1C
  -6%	9%	9	1%	0%	0%	0%	0%	x	4%
- Cc1ccc(SC2=C(N(C)C)C(=O)c3ccccc3C2=O)cc1
  -49%[inhibitor]	x	x	-5%	-12%	-4%	x	x	x	x
- CCCN(CC(=O)Nc1ccccc1C)C(=O)C1CCCN(C(=O)c2ccc(Cl)cc2)C1 (stereo not drawn)
  -8%	x	-10	x	5%	0%	1%	4%	x	x
- CCOC(=O)CC(=O)CSc1nc(CC)c(C)cc1C#N
  8%	u	12	-7%	114%[activator]	-2%	0%	4%	x	-4%
- S=C(NCCc1ccccc1)N1CCOCC1
  0%	2%	11	-2%	-4%	-2%	-2%	2%	26%	5%
- Cc1ccc(S(=O)(=O)Nc2nc3ccccc3nc2NCc2ccco2)cc1
  -65%[inhibitor]	4%	-6	-6%	31%	-16%	22%	6%	1%	10%
- COC(=O)c1cn(-c2ccccc2)nc1-c1ccncc1
  13%	1%	16	-31%	2%	0%	-2%	4%	1%	-7%
- C=CCN1C(=O)/C(=C2/Sc3ccccc3N2CCCS(=O)(=O)O)SC1=S
  28%	u	3	4%	17%	-6%	1%	-3%	u	15%
- CCC(C)N(CC(=O)NCc1ccc(OC)cc1)C(=O)c1csnn1 (stereo not drawn)
  3%	7%	-9	-4%	-3%	-3%	0%	0%	-4%	-4%
- Cc1cccc(-n2ncc3c(NNC(=O)c4ccco4)ncnc32)c1
  6%	6%	2	1%	2%	-2%	-3%	-2%	-4%	15%

# Compound activity from PubChem.
